# Bioassay records: PubChem, Vanderbilt High Throughput Screening Facility
# AMPAR-TARP mod = GluA2-stargazin AMPA receptor complex modulation | AID 1259245 | calls only at 30 µM | HEK293 GluA2+stargazin, membrane potential dye (FDSS), glutamate EC50; hits were called plate by plate, in both directions | 40,000 tested, 3.5% active | O88602+P19491;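 active = any of four per-well response measures lying three or more SD from its plate-wide compound average, in either direction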
# AMPAR-TARP mod agonism max-min = second read-out of AMPAR-TARP mod, no call of its own (marks repeat the call); compound max-min signal; compound-alone response (agonism);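 unitless range of fluorescence divided by baseline over first 100 seconds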
# AMPAR-TARP mod glutamate slope = also measured in AMPAR-TARP mod; calls as there; glutamate slope, % of max; measured here: glutamate response slope, % max;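 scaled per plate between vehicle wells and maximal 1 mM glutamate control wells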
# Active calls of the source: *; i = inactive.
SMILES,AMPAR-TARP mod,AMPAR-TARP mod agonism max-min,AMPAR-TARP mod glutamate slope
CC(C)(C)OC(=O)NCc1nnc(C(F)(F)F)n1-c1ccccc1,i,0.03,30

# Some of the compounds tested (hit frequency here may not be typical).
